AMA1 RON2 block – qHTS for Inhibitors of AMA1-RON; Towards Development of Antimalarial Drug Lead: Primary Screen | Plasmodium falciparum AMA1 (3D7) - RON2 peptide interaction | AID 720542, 2013 | AlphaScreen AMA1-biotinylated RON2 peptide binding | hit rate 0.2% among 360,000 | Potency, µM (series often up to 58.2 µM), inactives show top-dose activity change, negative = inhibition, hits mostly inhibitors;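 also: potency is read from the fitted curve at half-maximal effect; 0% = vehicle wells and -100% = peptide control; nearly all actives have a fitted effect of over 45% in size; some results filed as inactive show a strong effect at the top dose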
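AMA1 (3D7) with his tag at 25 nM final met compounds first, then biotinylated RON2 peptide at 25 nM; detection used donor plus acceptor beads, 10 µg/mL apiece, read by AlphaScreen after 30 min at room temperature.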
Giardia FBPA inh – qHTS Assay for Inhibitors of Fructose-1,6-bisphosphate Aldolase from Giardia Lamblia; A8B2U2; purified Giardia FBPA; Potency, µM (titrated, usually from 59.6 µM), without a hit: top-dose activity, negative = inhibition, usual class: inhibitors; hit rate 0.71% among 290,000; AID 2451, 2010; also: potency is read from the fitted curve at half-maximal effect; nearly all actives have a fitted effect of over 55% in size
Target sequence (A8B2U2 whole entry, looked up): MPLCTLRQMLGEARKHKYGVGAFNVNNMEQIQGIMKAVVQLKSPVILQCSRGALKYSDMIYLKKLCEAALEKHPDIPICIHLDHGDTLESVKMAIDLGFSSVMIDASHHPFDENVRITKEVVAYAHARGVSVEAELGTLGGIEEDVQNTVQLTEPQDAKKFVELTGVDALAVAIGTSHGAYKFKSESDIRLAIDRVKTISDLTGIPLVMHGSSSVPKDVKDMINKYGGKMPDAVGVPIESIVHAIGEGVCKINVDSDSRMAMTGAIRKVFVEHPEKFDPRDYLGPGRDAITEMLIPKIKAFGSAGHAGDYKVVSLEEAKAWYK
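40 nM FBPA preincubated 10 min at RT with compound (up to 57.5 uM final), then substrate plus GAPDH/TPI/NAD/arsenate coupling and diaphorase/resazurin added. Fluorescence read after 20 min at RT, 525/598 nm.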
AmpC no deterg – qHTS Inhibitors of AmpC Beta-Lactamase (assay without detergent). P00811. Potency, µM (doses to about 57.1 µM), inactives show at the top dose activity change, negative = inhibition, actives largely listed as inhibitors. AmpC nitrocefin hydrolysis, absorbance 480 nm, 0.0001% Triton. hit rate 0.52% among 330,000;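 also: potency is read from the fitted curve at half-maximal effect; plate controls were no compound for no effect and no enzyme for full effect; nearly all actives have a fitted effect of over 20% in size; some results filed as inactive show a strong effect at the top dose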
Target sequence (P00811 whole entry, looked up): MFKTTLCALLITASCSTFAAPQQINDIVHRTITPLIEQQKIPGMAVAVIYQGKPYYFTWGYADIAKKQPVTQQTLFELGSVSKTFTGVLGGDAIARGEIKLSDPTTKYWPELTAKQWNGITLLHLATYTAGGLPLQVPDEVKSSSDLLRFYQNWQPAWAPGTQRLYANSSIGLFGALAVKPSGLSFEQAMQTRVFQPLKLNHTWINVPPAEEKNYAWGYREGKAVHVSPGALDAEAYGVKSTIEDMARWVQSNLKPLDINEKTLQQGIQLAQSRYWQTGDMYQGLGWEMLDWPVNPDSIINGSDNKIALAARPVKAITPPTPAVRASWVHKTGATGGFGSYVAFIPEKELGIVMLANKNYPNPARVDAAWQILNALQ
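AmpC (5.3 nM in the dispensed reagent) in 20 mM phosphate pH 7.0 with 0.01% (detergent screen) or 0.0001% Triton X-100 was preincubated with compounds for 15 min at room temperature. Nitrocefin was then added from an 800 uM solution, and hydrolysis was followed at 480 nm.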
AmpC detergent – qHTS Inhibitors of AmpC Beta-Lactamase (assay with detergent); hit rate 0.041% among 370,000; Potency, µM (titrated, usually from 114 µM), for inactives: at the highest dose activity change, negative = inhibition, actives largely listed as inhibitors; P00811; AmpC hydrolysis of nitrocefin, absorbance 480 nm, 0.01% Triton;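 also: potency is read from the fitted curve at half-maximal effect; 0% = no-compound wells and -100% = no-enzyme wells; nearly all actives have a fitted effect of over 25% in size; some results filed as inactive show a strong effect at the top dose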
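AmpC (5.3 nM in the dispensed reagent) in 20 mM phosphate pH 7.0 with 0.01% (detergent screen) or 0.0001% Triton X-100 was preincubated with compounds for 15 min at room temperature. Nitrocefin was then added from an 800 uM solution, and hydrolysis was followed at 480 nm.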
HCMV inh – qHTS Assay for inhibitors of the human cytomegalovirus (HCMV) | HFF cells, HCMV-luciferase reporter, 72 h; stronger effect = lower value | activity change, negative = inhibition, % at 57.5 µM | hit rate 4.5% among 410,000 | AID 1259415, 2018; in the data active = activity change below about -60%; inconclusive = no clear call, values can overlap the other calls; inactive = above about -39%
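HFF cells seeded 16 h at 37C, treated with compounds, infected with luciferase-reporter HCMV at MOI 1 PFU/cell; luciferase read at 72 h post infection, normalized to buffer-only and Salinomycin controls.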
Sm TGR block – qHTS Assay for the Inhibitors of Schistosoma Mansoni Peroxiredoxins | Schistosoma mansoni thioredoxin glutathione reductase (TGR), Q962Y6 | purified TGR, DTNB reduction, TNB absorbance 405 nm | Potency, µM (titrated, usually from 114 µM), inactives show at the highest dose activity change, negative = inhibition, most hits filed as inhibitors | hit rate 3% among 360,000 | AID 485364, 2010; also: potency is read from the fitted curve at half-maximal effect; nearly all actives have a fitted effect of over 60% in size
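Kinetic colorimetric format: TGR-catalysed, NADPH-driven DTNB reduction monitored via TNB absorbance. Enzyme dispensed at 20 nM; compound exposure 15 min at room temperature before reaction start.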
* hit, by the source's call; ? = inconclusive; · = not tested or not shown; & = joins results of further samples; [ ] = another dose, or the depositor's remark. Unless noted, calls follow the shape of the dose curve; as a rule, active = well fitted curve in the direction sought with a large enough effect; inconclusive = small, poorly fitted or top-dose-only effect, or another doubt; inactive = no such curve, though single readings can be large; an effect the other way counts as inactive or inconclusive. Unless noted, % is scaled to controls: 0 for no effect and ±100 for the full control effect.

item	mol	HCMV inh	Giardia FBPA inh	AmpC detergent	AmpC no deterg	AMA1 RON2 block	Sm TGR block
1	COC(=O)c1c[nH]n2c(=O)cc(CCl)nc12	-4	5%	1%	?	14%	-23%
2	O=C(CSc1nnc(CNC(=O)c2ccccc2F)o1)Nc1ccc2c(c1)OCO2	11	2%	?	-33%	5%	-10%
3	COc1ccc(S(=O)(=O)Nc2ccccc2C(=O)NCc2ccco2)cc1	-11	19%	?	-33%	0%	-1%[11.4 µM]
4	Cc1cc(Cl)ccc1OCC(=O)Nc1c(Cl)ccc2nsnc12	?	·	-3%	·	·	-2%
5	COc1ccc(-n2c(C)cc3cc(OC(C)=O)ccc32)cc1	-4	44%	-13%	-16%	-28%	-25%
6	COc1ccc(OCC(=O)N2CCC(Cc3ccccc3)CC2)cc1	-1	3%	?	15%	-4%	-2%
7	O=C(Nc1cnc2sccn2c1=O)c1ccccc1Cl	42	1%	-4%	-4%	-2%	-32%
8	C[n+]1cccc(C2C(C#N)=C(N)Oc3c2ccc2ccccc32)c1 (stereo not drawn)	-23	?	-8%	16%	11%	40µM*
9	O=C(N/N=C/c1ccco1)c1cccc([N+](=O)[O-])c1	34	-4%	?	-24%	-10%[2.32 µM]	-5%
10	CCCc1nnc(NC(=O)CCC(=O)Nc2ccc(Br)cc2)s1	-35	·	1%	-13%	-4%	2%
11	COc1cccc(NC(=O)CCN2CCN(c3ccccc3F)CC2)c1	-26	0%	-1%	-3%	-6%	-5%
12	Cc1ccc(NC(=O)CCC(=O)OC(C(=O)c2ccc(C)c(C)c2)c2ccccc2)c(C)c1 (stereo not drawn)	-21	2%	3%	-35%	7%	4%
13	CC(C)c1nnc(NC(=O)COc2ccc3c(c2)OCO3)s1	-12	-27%	5%	-24%	-9%	0%
14	CCOC(=O)c1c(-c2ccc(Br)cc2)csc1NC(=O)c1ccc(C(C)(C)C)cc1	40	·	-6%	·	·	-4%
15	CC1(C)CC(=O)C=C(c2ccc(Cl)c(C(F)(F)F)c2)C1	-5	·	1%	26%	-8%	5%
16	COc1cc(O)c(C(CC(=O)N2CCCCC2)c2cc(OC)c(OC)c(OC)c2)c(OC)c1 (stereo not drawn)	-2	-21%&-10%	1%	39%	58%[activator]	-2%
17	Cc1cccc(NC(=O)CN(C)S(=O)(=O)c2ccc(-c3ccc(=O)[nH]n3)s2)c1C	-1	·	4%	39%	-18%	?
18	COc1cc(/C=C/C(=O)OCC(=O)NCc2cccs2)ccc1OC(F)F	30	5%	-7%	-24%	11%	-4%
19	C[n+]1ccccc1N1CCN(c2ccccc2Cl)CC1	-16	3%	?	-3%	21%	-9%
20	CC(C)(C)NC(=O)NC(=O)COC(=O)Cc1ccc(Cl)cc1Cl	72	-8%	-8%	-10%	2%	-1%
21	CCn1cc(Br)c(C(=O)NN)n1	20	-3%	2%	-20%	-17%	1%
22	O=C(Cn1cnc2scc(-c3ccc(F)cc3)c2c1=O)NCC(c1ccco1)N1CCCC1 (stereo not drawn)	-12	·	-20%	34%	2%	-10%
23	CCO[C@H]1OC(C(=O)NCc2nc3ccccc3[nH]2)=C[C@@H](C2CCCCC2)[C@@H]1CCCO	-27	7%	3%	106%[activator]	1%	-11%
24	COc1ccc(-c2cc(C(=O)Oc3cccc(C)c3C)c3ccccc3n2)cc1	-15	·	5%	·	·	-3%
25	CCOCc1[nH]c(=S)[nH]c(=O)c1Cc1ccc(OCC(C)C)cc1	-1	6%	3%	-6%	66%[activator]	0%
26	C=C(C)C(=O)OCCCCCCOc1ccc(C(=O)O)cc1	37	2%	-5%	-13%	-7%	1%
27	CN(C)CCCNC(=O)C[C@H]1C[C@H](C(=O)N2CCOCC2)[C@@]2(CCC3CCCC3)c3[nH]c4cc(-c5ccco5)ccc4c3CCN2C1=O	?	·	·	216%[activator]	3%	·
28	COc1cc(/C=C/C(=O)O)cc(S(=O)(=O)Nc2cc(C(F)(F)F)ccc2N2CCOCC2)c1OC	-9	·	·	13%	-4%	·
29	Cc1ccc(-c2nn(-c3ccccc3)cc2C(=O)N2CCOCC2)cc1C	-8	-8%	0%	4%[2.29 µM]	-7%	-1%
30	CCOc1ccccc1N1CC(C(=O)Nc2cccc(S(=O)(=O)N3CCCCC3)c2)CC1=O (stereo not drawn)	-9	-2%	-14%	21%	-4%	6%

Entries by screen from the entries so far:
AmpC no deterg for nos. 17 to 25 → 39%, -24%, -3%, -10%, -20%, 34%, 106%[activator], ·, -6%

New compounds follow
item	mol	HCMV inh	Giardia FBPA inh	AmpC detergent	AmpC no deterg	AMA1 RON2 block	Sm TGR block
31	COc1ccccc1N1CCN(C(=O)c2c(-c3ccccc3)noc2C)CC1	26	4%	4%	105%[activator]	-1%	-23%
32	NC(=O)c1ccc(SCC(=O)OCC(=O)NCC2CCCCC2)c([N+](=O)[O-])c1	-19	·	-18%	-7%	-13%	-2%
33	COc1ccccc1/C=C/C(=O)OCC(=O)NNC(=O)c1ccccc1	18	2%	-6%	-16%	74%[activator]	-17%
34	COc1ccc(Cc2noc(CN3CCN(C4CCc5ccccc5C4)CC3)n2)cc1OC (stereo not drawn)	-36	0%	-2%	-1%	-18%	9%
35	CCC1CCCCN1C(=O)c1sc2nc(C)nc(N(CC)CC)c2c1C (stereo not drawn)	?	8%	1%	117%[activator]	-10%	2%
36	Cc1cc(C)c2oc(-c3ccc(C)c(NC(=S)NC(=O)/C=C/c4ccco4)c3)nc2c1	109	-3%	4%	-27%	1%	?
37	COc1cc(Cl)c(C)cc1NC(=O)c1cccc(OC)c1OC	-24	-19%	3%	-17%	27%	·
38	Cc1cc(OCC(=O)NC(Cc2c[nH]c3ccc(O)cc23)C(=O)O)c2c(C)c(C)c(=O)oc2c1 (stereo not drawn)	-31	?	?	-31%	-7%	-18%
39	COc1cc(N=Cc2c(CO)cnc(C)c2O)cc(OC)c1OC	-8	-8%	2%	2%	4%	-25%
40	Cc1ccc(Cl)cc1Nc1nc(N2CCOCC2)nc(N2CCOCC2)n1	?	-8%	-12%	28%	7%	-12%
41	COc1ccc(OCCC(=O)OCC(=O)NCc2ccc(F)cc2)cc1	2	-2%	7%	-1%	-4%	21%
42	COC(=O)c1ccc(NC(=O)CN(C)S(=O)(=O)c2ccc(Br)s2)cc1	-2	·	0%	·	·	1%
43	CC(=O)Nc1ccc(/C=C/c2ccc3cccc([N+](=O)[O-])c3n2)cc1	-90*	-20%	-4%	28%	-14%	2%
44	Cc1ccccc1Cc1n[nH]c(=S)n1N	-10	-27%	0%	-9%	56%[activator]	13%
45	CCOC(=O)c1nc2cc3n(c(C)c-2c1C)C(C)C(C)=C3C (stereo not drawn)	-6	-18%	-5%	-17%	-1%	-1%
46	O=C(C1=C[C@H](c2coc3ccccc3c2=O)C[C@H](OCCCCO)O1)N1CCN(Cc2ccccc2)CC1	?	-6%	7%	194%[activator]	-3%	?
47	CCCCN(C(=O)CSc1nnc(Nc2ccccc2)s1)c1c(N)n(CCC)c(=O)[nH]c1=O	30	4%	4%	-42%	8%	3%
48	Cc1cccc(OCC(=O)NNC(=O)c2cc(S(=O)(=O)N(C)C)ccc2N2CCCC2)c1	-16	·	-5%	-23%	124%[activator]	0%
49	CN1CCN(CCC(=O)N/N=C/c2cc([N+](=O)[O-])ccc2O)CC1	40	-26%	-9%	-31%	65%[activator][2.32 µM]	-2%
50	COc1ccc(NC(=O)N2CCN(C(=O)C(Cc3ccc(F)cc3)NC(C)=O)CC2)cc1 (stereo not drawn)	22	1%	4%	-4%	5%	0%
51	O=C(O)CCCC(=O)N1CC(=O)Nc2ccccc21	?	1%	?	-4%	13%	6%[11.4 µM]
52	Cc1ccc(NC(=O)C2CCCN2C(=O)NC2CCCCC2)cc1 (stereo not drawn)	3	5%	-4%	-1%	-1%	4%
53	Cc1ccc(C)c(S(=O)(=O)N2CCN(CC(=O)NC(C)c3ccccc3)CC2)c1 (stereo not drawn)	-5	·	2%	160%[activator]	0%	1%
54	CC1CCCN(S(=O)(=O)c2cc(C(=O)NCc3ccco3)ccc2Cl)C1 (stereo not drawn)	-13	·	·	-29%	-4%	·
55	COc1cccc2c1C(=O)CC2NC(=O)C(F)(F)F (stereo not drawn)	-16	2%	-1%	-10%	0%	-5%
56	CCOc1ccc2ccccc2c1/C=N/NC(=O)c1cc(C)[nH]n1	-13	-12%	-5%	-39%	0%	-5%
57	CC(C)Nc1nc2nonc2nc1Nc1ccccc1	-7	12%	-1%	-46%	16%	-1%
58	Cc1cc(C)cc(N2CC(c3nnc(NC(=O)c4ccco4)s3)CC2=O)c1 (stereo not drawn)	2	·	25%	·	·	2%
59	COc1ccccc1N1CCN(S(=O)(=O)c2cc3c(cc2C)NC(=O)CO3)CC1	14	-2%	-6%	1%	-19%	5%
60	Cc1cccc(C(=O)Nc2cccc(C(=O)NC3CCCC3)c2)c1	-33	·	-9%	-20%	-16%	1%
61	O=C(CCC(=O)N(CC(=O)NC1CCCCC1)c1ccc2c(c1)OCO2)Nc1ccccn1	11	11%	-12%	-12%	2%	-1%

Sorted by molecular weight (lowest first): some entries from above
item	mol	HCMV inh	Giardia FBPA inh	AmpC detergent	AmpC no deterg	AMA1 RON2 block	Sm TGR block
51	O=C(O)CCCC(=O)N1CC(=O)Nc2ccccc21	?	1%	?	-4%	13%	6%[11.4 µM]
55	COc1cccc2c1C(=O)CC2NC(=O)C(F)(F)F (stereo not drawn)	-16	2%	-1%	-10%	0%	-5%
41	COc1ccc(OCCC(=O)OCC(=O)NCc2ccc(F)cc2)cc1	2	-2%	7%	-1%	-4%	21%

A portion taken from the entries so far:
item	mol	HCMV inh	Giardia FBPA inh	AmpC detergent	AmpC no deterg	AMA1 RON2 block	Sm TGR block
31	COc1ccccc1N1CCN(C(=O)c2c(-c3ccccc3)noc2C)CC1	26	4%	4%	105%[activator]	-1%	-23%
32	NC(=O)c1ccc(SCC(=O)OCC(=O)NCC2CCCCC2)c([N+](=O)[O-])c1	-19	·	-18%	-7%	-13%	-2%
33	COc1ccccc1/C=C/C(=O)OCC(=O)NNC(=O)c1ccccc1	18	2%	-6%	-16%	74%[activator]	-17%
34	COc1ccc(Cc2noc(CN3CCN(C4CCc5ccccc5C4)CC3)n2)cc1OC (stereo not drawn)	-36	0%	-2%	-1%	-18%	9%
35	CCC1CCCCN1C(=O)c1sc2nc(C)nc(N(CC)CC)c2c1C (stereo not drawn)	?	8%	1%	117%[activator]	-10%	2%
